Screening results deposited in PubChem by The Scripps Research Institute Molecular Screening Center.
OXTR ag: activates the human oxytocin receptor. CHO-OTR cells, Fluo-8 calcium fluorescence; normalized: DMSO 0%, oxytocin 100%. activation, % at 3 µM. P30559. actives 0.32% (n = 320,000);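 active = activation above the mean of all tested compounds plus 3 SD, cutoff set per screening run, cut at about 20% in these data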;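 also: peak over basal fluorescence ratio from a 100 s FLIPR kinetic read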
M1 ag: agonists of human M1 muscarinic receptor; AID 588814; CHO-K1 hM1, Fluo-8 calcium fluorescence, agonist mode; 0% DMSO, 100% acetylcholine EC100; activation, % at 3 µM; actives 0.33% (n = 360,000);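 active = activation above the run's mean compound activation plus 3 SD, cut at about 16% in these data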;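 also: peak over basal fluorescence ratio within a 140 s kinetic read after compound addition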
Target sequence (P11229 whole entry, looked up): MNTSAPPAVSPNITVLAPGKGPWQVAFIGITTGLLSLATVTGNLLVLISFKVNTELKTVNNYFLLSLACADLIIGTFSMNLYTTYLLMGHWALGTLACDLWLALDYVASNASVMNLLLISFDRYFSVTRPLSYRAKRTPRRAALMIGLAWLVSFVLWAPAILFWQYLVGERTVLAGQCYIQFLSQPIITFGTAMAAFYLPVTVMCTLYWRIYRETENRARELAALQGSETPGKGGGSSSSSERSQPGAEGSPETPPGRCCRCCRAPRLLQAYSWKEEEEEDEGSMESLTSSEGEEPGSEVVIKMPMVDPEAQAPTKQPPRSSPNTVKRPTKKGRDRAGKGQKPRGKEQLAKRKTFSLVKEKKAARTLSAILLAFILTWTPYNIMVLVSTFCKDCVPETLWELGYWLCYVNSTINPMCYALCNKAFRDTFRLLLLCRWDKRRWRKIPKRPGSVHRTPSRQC
TAAR1 ag: agonists of human TAAR1. Q96RJ0. CHO RD-HGA16 TAAR1, Fluo-8 calcium fluorescence; vehicle wells 0%, saturating PEA agonist 100%. activation, % at 3 µM. actives 0.99% (n = 360,000). AID 624467;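 active = activation above the mean activation of all test compounds in the run plus 3 SD, cut at about 38% in these data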
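test system = CHO RD-HGA16 cells carrying human TAAR1 plus Gα16 | schedule = 17-24 h seeding, 75 min 37 °C dye, 30 min RT | compound dosing = 3 µM single concentration | control set = DMSO and PEA EC100 | replicates = n 1 | signal = Fluo-8 fluorescence, 5 s baseline then 140 s kinetic read | measure = percent activation vs PEA EC100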
CHRM1 antagonist: human CHRM1 antagonism; P11229; CHO-K1 hM1, Fluo-8 calcium fluorescence, ACh EC80 antagonist; actives 1.3% (n = 360,000); inhibition, % at 3 µM;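 active = percent inhibition above its own plate's cutoff, namely the mean of that plate's compound wells plus 3 SD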;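 also: peak over basal fluorescence ratio during 140 s after agonist addition; 0% = ACh EC80 plus DMSO and 100% = DMSO alone without agonist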
V1aR counter: counter-screen for oxytocin receptor agonists: human V1a receptor agonists. CHO-V1R cells, Fluo-8 calcium fluorescence, agonist mode; 0% DMSO, 100% 3 nM vasopressin. activation, % at 3 µM. actives 0.25% (n = 320,000). AID 2797;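 active = activation above the mean activation of all tested compounds plus 3 SD, per screening run, cut at about 20% in these data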;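 also: signal is peak over basal fluorescence ratio across a 100 second FLIPR read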
Target sequence (P37288 whole entry, looked up): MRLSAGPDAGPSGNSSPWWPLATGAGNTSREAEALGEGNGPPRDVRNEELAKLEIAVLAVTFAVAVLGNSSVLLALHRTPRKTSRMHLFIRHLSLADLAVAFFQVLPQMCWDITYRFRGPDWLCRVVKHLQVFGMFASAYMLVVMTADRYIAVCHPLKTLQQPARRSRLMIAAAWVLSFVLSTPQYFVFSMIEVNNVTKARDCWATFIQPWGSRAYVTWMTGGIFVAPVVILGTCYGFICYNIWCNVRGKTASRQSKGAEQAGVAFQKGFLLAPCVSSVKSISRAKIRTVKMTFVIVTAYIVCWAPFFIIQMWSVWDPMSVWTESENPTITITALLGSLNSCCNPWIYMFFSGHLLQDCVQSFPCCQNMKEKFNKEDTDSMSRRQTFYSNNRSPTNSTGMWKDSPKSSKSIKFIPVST
CHRM1 PAM: positive allosteric modulators of human M1 muscarinic receptor. activation, % at 3 µM. P11229. actives 0.088% (n = 360,000). CHO-K1 hM1, Fluo-8 calcium fluorescence, ACh EC20; 0% = ACh EC20, 100% = maximal ACh; in the data active = activation above about 19%, passing the limit was not always enough
TAAR1 antagonist: human TAAR1 antagonism | actives 1.5% (n = 360,000) | AID 624466 | Q96RJ0 | CHO RD-HGA16 TAAR1, Fluo-8 calcium fluorescence, antagonist | inhibition, % at 3 µM;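 active = inhibition above a per-plate cutoff, the mean inhibition of test compounds on that plate plus 3 SD, cut at about 49% in these data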;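 also: 0% = DMSO plus EC80 beta-PEA response and 100% = DMSO alone without agonist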
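Assay system: CHO-derived RD-HGA16 cells stably expressing human TAAR1 plus Gα16. Timing: 140 s kinetic read after compound, 140 s after agonist. Technique: kinetic Fluo-8 calcium fluorescence measurement. Measure: % inhibition of agonist calcium response.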
CHO parental Ca: signal in parental CHO cells, OX1R antagonist counter-screen; inhibition, % at 5.6 µM; actives 0.63% (n = 330,000); parental CHO-K1, ATP-induced calcium, Fluo-8 fluorescence;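 active = inhibition above that plate's mean sample inhibition plus 3 SD, cut at about 26% in these data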;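 also: 0% = ATP-challenged DMSO wells and 100% = DMSO wells without ATP; some compounds past the cut are filed as inactive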
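Material – parental CHO cells · Reagent – ATP stimulus · Compound – single nominal dose of 5.6 µM per compound · Detection – Fluo-8 fluorescence · Read-out basis – percent inhibition of calcium signal · Controls – ATP-challenged DMSO wells low, unchallenged DMSO wells high · Repeats – no replicates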
OXTR potentiator: potentiators of human oxytocin receptor; P30559; CHO-OTR cells, Fluo-8 calcium fluorescence, potentiator mode; 0% = oxytocin EC15, 100% = EC100; activation, % at 3 µM; actives 0.061% (n = 320,000);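 active = activation above that plate's cutoff, the mean activation of tested compounds plus 3 SD, cut at about 6.6% in these data, passing the limit was not always enough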;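 also: 100% uses oxytocin at 75 nM as the full agonist control; some results filed as inactive read as strong as hits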
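System: human OTR in CHO cells; Also added: sub-maximal oxytocin, roughly EC15; Timing: compound 6 min at room temperature before oxytocin, 100 s read; Technique: Fluo-8 intracellular calcium fluorescence, ex 470-495, em 515-575 nm; Controls: oxytocin EC15 low and EC100 high; Replication: singlicate.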
Starred values were filed as active, the others as inactive; / = not tested or not shown. Rows were taken by chance (roughly 3.7% active in at least one column).

smiles	TAAR1 ag	CHO parental Ca	OXTR potentiator	CHRM1 antagonist	OXTR ag	V1aR counter	CHRM1 PAM	M1 ag	TAAR1 antagonist
Cc1n[nH]c(C)c1S(=O)(=O)N(CC(=O)Nc1ccc2c(c1)OCCO2)c1ccc(C(C)C)cc1	8	-13	-6	9	-0.7	0.2	-9	-8	40
CC(C)(C)NC(=O)Cn1c(=O)oc2cc(S(=O)(=O)N3CCc4ccccc43)ccc21	2	-4	-1	6	2.3	2.3	-12	-11	9
CN(CC(=O)Nc1ccc(F)cc1)C(=O)COc1ccccc1Cc1ccccc1	3	-11	-15	3	0.6	0.4	11	2	42
Cc1cc(C)nc(SCc2cc(=O)c(OC(=O)c3ccc(S(=O)(=O)N4CCCC4)cc3)co2)n1	7	-3	-7	-5	3.9	3.9	-4	-9	-5
COCCCNC(=O)C1CCC(CNS(=O)(=O)c2ccc3c(c2)N(C(C)=O)CCO3)CC1 (stereo not drawn)	0	-6	-8	0	0.6	3.0	13	1	2
Cc1ccc(NC(=O)c2ccco2)c([N+](=O)[O-])c1	5	-9	-20	0	-2.7	-1.2	12	-10	-3
CCOC(=O)CC1C(=O)NCCN1C(=O)c1cccc(C(F)(F)F)c1 (stereo not drawn)	15	3	0	-7	-0.6	0.1	5	-3	-1
CCOC(=O)C1CCCN(c2c(NCCc3ccc(Cl)cc3)c(=O)c2=O)C1 (stereo not drawn)	0	-11	-1	-5	0.7	0.3	4	-3	-13
O=c1c2cnn(-c3ccccc3)c2nc(-c2cccs2)n1-c1ccc(Br)cc1	5	-10	-5	-11	0.1	0.7	8	-4	-3
CSc1nnc(SCC#N)s1	9	-17	-4	-7	-0.3	-0.1	4	-2	13
COc1cccc(CCC(=O)Nc2cc3c(cc2C(=O)O)OCCCO3)c1OC	7	-6	-3	-7	0.0	0.2	7	-1	-5
CCc1ccc(N2CC(C(=O)N/N=C/c3cccc([N+](=O)[O-])c3)CC2=O)cc1 (stereo not drawn)	0	-22	-8	-21	-1.1	-0.8	19	-2	-29
O=S(=O)(/N=S1\CC=CCN1S(=O)(=O)c1ccccc1)c1ccccc1 (stereo not drawn)	67*	/	/	4	/	/	5	38*	-8
O=C(Nc1nc(-c2cc(F)ccc2F)cs1)C1=COCCO1	2	-16	-6	10	-0.8	0.7	-2	-6	-15
N#Cc1cccnc1Nc1ccc(Cl)cc1	10	-8	0	-4	-1.6	0.7	11	-4	-17
Cc1ccc(C(=O)N/C(=C\c2cn(C)c3ccccc23)C(=O)N2CCN(C)CC2)cc1	1	-10	-6	-4	0.5	-0.7	2	-3	-8
C=C(C)Cn1c(COc2ccccc2)nnc1SCC(=O)O	3	12	-16	5	0.7	1.4	-1	-1	-16
CCc1sc(C(=O)NCCc2ccc(S(N)(=O)=O)cc2)cc1Br	9	-11	3	9	-1.1	0.7	-9	-7	1
COc1ccccc1OCc1nc(C#N)c(NCc2ccco2)o1	3	-19	-5	0	-0.6	-0.1	2	-5	10
CNC(=O)COC(=O)c1cc(-c2ccco2)nc2ccccc12	1	-5	-16	-10	-1.3	5.2	9	8	-8

Sorted by formula weight (rising): some entries from above
smiles	TAAR1 ag	CHO parental Ca	OXTR potentiator	CHRM1 antagonist	OXTR ag	V1aR counter	CHRM1 PAM	M1 ag	TAAR1 antagonist
N#Cc1cccnc1Nc1ccc(Cl)cc1	10	-8	0	-4	-1.6	0.7	11	-4	-17
CNC(=O)COC(=O)c1cc(-c2ccco2)nc2ccccc12	1	-5	-16	-10	-1.3	5.2	9	8	-8
COc1cccc(CCC(=O)Nc2cc3c(cc2C(=O)O)OCCCO3)c1OC	7	-6	-3	-7	0.0	0.2	7	-1	-5

New compounds follow:
smiles	TAAR1 ag	CHO parental Ca	OXTR potentiator	CHRM1 antagonist	OXTR ag	V1aR counter	CHRM1 PAM	M1 ag	TAAR1 antagonist
CC1CC(C)CN(C(=S)Nc2ccc3nc4n(c(=O)c3c2)CCCCC4)C1 (stereo not drawn)	3	-12	-4	-8	1.4	2.3	1	-8	30
CCCC1=NN(C(=O)CCc2ccccc2O)C(O)(C(F)(F)F)C1 (stereo not drawn)	1	-9	1	-3	3.4	4.0	5	-5	14
O=C(CN(C(=O)c1cccc([N+](=O)[O-])c1)C1CCCCC1)Nc1ccc(Cl)c([N+](=O)[O-])c1	4	-11	-1	0	0.6	0.9	6	-6	21
Nc1ccc(N2CCCCC2)cc1N1CCCCC1	10	-22	-8	-1	0.0	0.1	-1	-5	-2
COCCn1c(=S)[nH]c2ccc(N(C)C)cc2c1=O	-1	-2	3	9	-0.1	-0.7	0	-6	13
O=C(CCc1ccccc1)Nc1nc2n(n1)C(c1ccc(Cl)cc1)CC(=O)N2 (stereo not drawn)	4	-22	-22	-1	0.5	2.0	2	-1	-12
COc1ccc(Cl)cc1CNCCCSc1ncccn1	0	/	/	-7	/	/	9	-8	7
Cc1ccc(C)c(NC(=O)CSc2nncn2C)c1	2	-7	0	-4	0.0	0.4	11	1	-12
O=C(NCc1ccccc1)C1CCCN(S(=O)(=O)c2cccs2)C1 (stereo not drawn)	14	-2	2	-6	-0.2	0.2	12	0	-27
Cc1ccc(NS(=O)(=O)N2CCOCC2)c(C)c1	7	-2	-4	-13	-0.9	0.5	10	-4	-20
COc1ccc(CCNS(=O)(=O)c2ccc(Br)cc2)cc1OC	1	-1	-8	-8	-0.8	1.6	14	3	7
CN1CCN(S(=O)(=O)c2ccc3c(c2)CC(=O)N3C)CC1	0	-5	2	1	0.8	-0.8	-1	-4	-9
CC(C)OC(=O)N(C)C[C@H]1OCc2cnnn2CCCC(=O)N([C@@H](C)CO)C[C@H]1C	2	/	/	-10	/	/	8	-1	10
CC(C)Cn1c(-c2cccc(S(=O)(=O)N3CCOCC3)c2)n[nH]c1=S	-1	-11	-2	-4	2.1	1.2	3	-3	-10
CC(C)(C)C(=O)COc1ccccc1[N+](=O)[O-]	0	-2	-6	-6	0.0	1.0	11	-1	-4
Nc1nc(CN2CCN(c3ccc(F)cc3)CC2)nc(N2CCCc3ccccc32)n1	11	-9	-3	-3	-1.2	-0.2	4	-4	10
COC(=O)c1sc(-c2ccccc2)cc1NC(=O)c1ccc(F)cc1	0	2	-4	-14	0.0	0.7	14	-5	-4
COc1cccc(-c2cc(C(=O)NCCN3CCOCC3)no2)c1	3	-13	-10	0	1.4	0.9	2	-3	-11
CN1CCN(c2ncnc3c2ncn3[C@H]2CN(C)C[C@@H](CO)O2)CC1	7	/	/	-11	/	/	8	-4	-36
O=C(NN=Cc1c(O)ccc2ccccc12)c1ccncc1	13	/	/	-14	/	/	7	10	-15

Reprinted from the part before: three entries, then new ones.
smiles	TAAR1 ag	CHO parental Ca	OXTR potentiator	CHRM1 antagonist	OXTR ag	V1aR counter	CHRM1 PAM	M1 ag	TAAR1 antagonist
COc1cccc(-c2cc(C(=O)NCCN3CCOCC3)no2)c1	3	-13	-10	0	1.4	0.9	2	-3	-11
CN1CCN(c2ncnc3c2ncn3[C@H]2CN(C)C[C@@H](CO)O2)CC1	7	/	/	-11	/	/	8	-4	-36
O=C(NN=Cc1c(O)ccc2ccccc12)c1ccncc1	13	/	/	-14	/	/	7	10	-15
CC(C)(CNC(=O)c1cccs1)CNC(=O)c1cccs1	7	-11	-4	-2	1.3	1.6	2	-5	20
COc1ccc(S(=O)(=O)N2CCC(C(=O)NCCc3ccccc3)CC2)cc1	7	-3	-5	-22	-0.1	0.8	14	-4	-4
CC(=O)c1c(C)[nH]c(C(=O)N2CCc3ccccc3C2)c1C	3	-13	-15	0	0.7	0.7	-3	-2	11
O=C(O)/C(=C\c1ccccc1)c1ccc2ccccc2c1	4	-11	-7	-15	0.5	-1.4	13	-4	-41
Cc1ccc(NC(=O)CNc2ccccc2CN(C)C2CCCCC2)cc1	7	-12	1	6	-0.7	-0.1	-4	-6	2
COc1ccc(NC(=O)CCc2nc(-c3ccc(C)cc3)no2)c(OC)c1	2	-11	-13	-12	7.6	5.2	-7	2	-3
CN(c1ccc(C(=O)NC2CCCC2)cc1)S(=O)(=O)c1ccccc1	1	-3	-2	9	1.9	2.4	-9	-5	-6
COC(=O)Cn1c(O)c(N=NC(=O)c2ccc3c(c2)OCO3)c2ccccc21	1	-12	-7	-2	0.9	-0.1	9	0	0
S=c1sc(SCCOc2ccccc2)nn1-c1ccccc1	2	-2	-2	0	1.4	0.6	-4	-7	-6
O=C(NC1=NCCS1)NC12CC3CC(CC(C3)C1)C2	9	-12	1	-4	0.8	0.5	-7	-2	-10
